High-throughput results (PubChem BioAssay)
HMGR II inh – inhibitors of E. faecalis class II HMGR, primary screen, biochemical, Enterococcus faecalis; HMG-CoA reductase (Enterococcus faecalis, mvaE); purified E. faecalis HMGR, NADPH absorbance 340 nm kinetic; inhibition, % at 10 µM; actives 0.41% (n = 190,000); AID 1066, 2008;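 active = inhibition above a set limit, the median over all tested compounds plus 3 SD, cut at about 9.5% in these data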;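 also: enzyme runs in reverse so mevalonate oxidation gives rising NADPH absorbance; 0% = complete reaction with DMSO and 100% = background rate lacking mevalonate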
S1P3 antagonist – S1P3 receptor antagonists, primary screen, cell-based. CHO S1P3 NFAT-BLA reporter, FRET fluorescence, antagonist mode. inhibition, % at 4.98 µM. actives 0.27% (n = 170,000). AID 485, 2006;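 active = inhibition above the plate cutoff, the mean inhibition of test wells on that plate plus 3 SD, cut at about 28% in these data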;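 also: cells challenged with S1P at its EC80 of 0.8 µM; blue over green emission ratio from cleaved BLA substrate after 4 h stimulation; 0% = S1P-stimulated wells and 100% = unstimulated DMSO-only wells; some compounds past the cut are filed as inactive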
Target sequence (Q99500 whole entry, looked up): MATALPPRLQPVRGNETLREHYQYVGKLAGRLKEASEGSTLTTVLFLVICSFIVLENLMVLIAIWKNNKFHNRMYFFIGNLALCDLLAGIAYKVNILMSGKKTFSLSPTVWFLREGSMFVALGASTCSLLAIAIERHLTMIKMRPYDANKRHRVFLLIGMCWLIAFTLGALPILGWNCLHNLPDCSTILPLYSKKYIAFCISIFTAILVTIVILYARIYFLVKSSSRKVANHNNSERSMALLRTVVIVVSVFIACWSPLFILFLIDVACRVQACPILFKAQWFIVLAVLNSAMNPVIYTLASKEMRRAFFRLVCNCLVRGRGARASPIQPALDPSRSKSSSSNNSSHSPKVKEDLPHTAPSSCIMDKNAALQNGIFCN
PPARg SRC-2 ag – agonists of PPARg-SRC-2 recruitment, primary screen, biochemical, HTS | activation, % at 8 µM | AID 1032, 2008 | actives 0.34% (n = 200,000) | PPARgamma LBD-SRC-2 recruitment | Peroxisome proliferator-activated receptor gamma (Homo sapiens), P37231; in the data active = activation above about 22%;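 also: 0% = vehicle and 100% = reference agonist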
Target sequence (P37231 whole entry, looked up, the tested form may be a part): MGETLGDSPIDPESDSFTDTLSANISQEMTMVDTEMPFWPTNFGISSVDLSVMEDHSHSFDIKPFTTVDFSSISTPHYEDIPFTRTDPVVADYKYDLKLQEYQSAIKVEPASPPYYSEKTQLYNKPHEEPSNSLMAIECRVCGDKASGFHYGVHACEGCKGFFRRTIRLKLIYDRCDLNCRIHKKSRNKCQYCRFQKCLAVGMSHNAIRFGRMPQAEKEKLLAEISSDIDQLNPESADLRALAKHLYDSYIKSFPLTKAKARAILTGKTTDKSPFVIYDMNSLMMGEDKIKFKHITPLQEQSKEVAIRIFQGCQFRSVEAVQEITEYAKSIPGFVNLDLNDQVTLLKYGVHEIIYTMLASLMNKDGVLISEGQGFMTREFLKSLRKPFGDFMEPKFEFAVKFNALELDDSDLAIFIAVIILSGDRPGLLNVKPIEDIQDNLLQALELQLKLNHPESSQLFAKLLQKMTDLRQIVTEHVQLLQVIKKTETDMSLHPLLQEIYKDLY
ROMK primary – ROMK potassium channel modulators, primary screen, cell-based, thallium flux, MLSMR library | ATP-sensitive inward rectifier potassium channel 1 (Homo sapiens), P48048 | Tet-inducible ROMK, thallium flux fluorescence; actives lie on both sides | B-score at 10 µM | actives 2% (n = 130,000);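 active = signal ratio slope over the read window, or its plate-corrected B-score, at least 3 SD from the plate mean, either direction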;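 also: B-score of the F/F0 ratio slope over 7 to 12 s after thallium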
RAM inhibit – inhibitors of the yeast RAM network, primary screen, dse1pr::URA3 reporter, 5-FOA selection | S. cerevisiae dse1pr::URA3 reporter, 5-FOA growth OD615, 2 d; analog-sensitive cbk1-as2 kinase mutant strain | inhibition, % at 50 µM | actives 1.8% (n = 190,000);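 active = inhibition above a set limit, 3 SD over mean compound inhibition, cut at about 8.4% in these data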;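 also: 0% = DMSO-only wells with no growth and 100% = 10 µM 1-NA-PP1 full growth; inhibition rescues growth on 5-FOA so higher OD means more RAM inhibition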
DTT redox prof – compounds producing H2O2 with reducing agent – biochemical, NIH compound library profiling, artefact control for MLSCN library redox annotation, primary screen; DTT-dependent redox cycling H2O2, phenol red/HRP absorbance; 100% = 100 µM peroxide control, 0% = buffer; activation, % at 10 µM; actives 0.03% (n = 200,000);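 active = activation of at least 50% relative to the plate's high and low controls in the primary single-dose screen; inactive = activation below 50%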;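 also: compound incubated with DTT at 0.8 mM final as the reducing agent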
PPARg SRC-1 ag – PPARgamma agonists recruiting SRC-1 coactivator, primary screen, biochemical; PPARgamma-SRC-1 coactivator recruitment biochemical assay; activation, % at 8 µM; actives 0.41% (n = 200,000); in the data active = activation above about 19%;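 also: 0% = DMSO and 100% = reference agonist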
bIAP inhibitor – bovine intestinal alkaline phosphatase inhibitors, primary screen, selectivity assay for TNAP inhibitor project, biochemical, bovine IAP, CDP-star luminescence | inhibition, % at 20 µM | 190,000 tested, under 10 active | purified bovine IAP, 30 min | AID 1019, 2008;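 active = over 50% inhibition of intestinal alkaline phosphatase at 20 µM in the single-dose screen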
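System: purified bovine intestinal alkaline phosphatase (IAP) enzyme; Input: IAP diluted 1/65,000,000 in the well; Measured by: CDP-star luminescence signal; Compound dosing: 20 µM single dose; Incubation: 30 min reaction at room temperature.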
Lmaj promast – Leishmania major promastigote growth inhibition, primary screen; inhibition, % at 10 µM; Leishmania major promastigotes, resazurin fluorescence viability; actives 9% (n = 200,000); in the data active = inhibition above about 50%;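 also: promastigotes grown with compound for 44 hours at 28 °C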
SRC2 TRFRET art – TR-FRET signal artefacts, primary screen, artefact control for PPARgamma SRC-2 agonist project, biochemical; actives 0.4% (n = 200,000); TR-FRET artefact counter-screen; active compounds read high; AID 1049, 2008; TR-FRET ratio at 8 µM; in the data active = TR-FRET ratio above about 2000; also: inactives centre near 1500
PPARg SRC-3 ag – PPARgamma agonists recruiting SRC-3 coactivator, primary screen, biochemical; biochemical PPARgamma/SRC-3 coactivator recruitment assay; Peroxisome proliferator-activated receptor gamma (Homo sapiens), P37231; AID 731, 2007; activation, % at 8 µM; actives 0.26% (n = 200,000); in the data active = activation above about 23%;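 also: 0% = DMSO and 100% = reference agonist; some compounds past the cut are filed as inactive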
* = called active by the depositor; nt = no result given.

SMILES | HMGR II inh | S1P3 antagonist | PPARg SRC-2 ag | ROMK primary | RAM inhibit | DTT redox prof | PPARg SRC-1 ag | bIAP inhibitor | Lmaj promast | SRC2 TRFRET art | PPARg SRC-3 ag
S=C(Nc1ccc(Br)cc1Cl)NC1CCN(Cc2ccccc2)CC1 | -2.6 | 4.7 | 4.7 | -0.604 | 2.4 | -0.6 | -1.8 | -15.2 | 90.3* | 1465 | -3.2
Cc1cc([N+](=O)[O-])nn1CC(=O)Nc1sc2c(c1C(N)=O)CCCC2 | -3.4 | 0.0 | 5.4 | 0.223 | 4.2 | -1.5 | -4.4 | -5.2 | -2.0 | 1552 | 4.1
CCN(CC)C(=O)C[n+]1ccc(C(N)=O)cc1 | -8.0 | -21.1 | 7.6 | nt | 1.6 | -0.5 | 2.5 | 0.5 | -1.8 | 1762 | 5.4
O=C(O)c1ccc(-n2ccnc2)c([N+](=O)[O-])c1 | 0.3 | -0.6 | 8.3 | -0.0142 | 2.6 | -0.5 | 2.4 | 11.2 | -6.5 | 1530 | 0.8
C/C(=N\NC(=O)C1CC1)c1ccc(Cl)c(Cl)c1 | -5.8 | nt | 4.3 | -0.0397 | -0.7 | 0.1 | 3.9 | 6.6 | 13.9 | 1347 | -7.4
Cc1ccccc1CS(=O)(=O)CCC(=O)O | 3.2 | -14.5 | -3.1 | 0.0071 | 1.2 | -1.2 | 5.6 | 11.8 | -1.5 | 1368 | -0.2
O=C(NCCCc1ccccc1)c1ccccc1O | -1.4 | nt | 3.3 | -0.497 | -0.9 | 0.1 | 1.9 | -0.5 | 8.7 | 1390 | 2.3
C/C(Cn1nc([N+](=O)[O-])cc1C)=N\NC(=O)COc1c(Cl)cc(Cl)cc1Cl | -0.9 | -1.2 | -4.0 | nt | 1.3 | 0.0 | -4.5 | 21.5 | 19.3 | 1250 | 0.2
COc1ccc([N+](=O)[O-])cc1N(CC(=O)NCCCOC(C)C)S(C)(=O)=O | -0.4 | 8.8 | -3.8 | 0.705 | -1.0 | -0.1 | -1.6 | -9.3 | -0.5 | 1575 | -7.5
O=c1c(Cl)c(Cl)cnn1Cc1ccc(F)cc1 | -5.4 | -1.2 | 7.5 | -2.15 | 1.2 | 0.1 | 6.3 | 7.8 | 73.3* | 1366 | 7.8
O=C(NCCCN1CCCC1=O)c1cncc(Br)c1 | 1.7 | -25.2 | -2.5 | nt | 2.1 | 1.8 | 9.9 | -1.9 | -3.4 | 1532 | 5.4
COCCOc1ccc(C(F)(F)F)cc1NC(=O)c1ccc(C)cc1 | -1.8 | -3.6 | 0.2 | nt | 2.6 | 1.1 | 4.0 | 9.4 | 1.8 | 1482 | -3.3
Cc1nc(NS(=O)(=O)c2ccccc2)sc1C(C)(C)C | -1.1 | -3.9 | 3.1 | -2.02 | 0.0 | -0.4 | -5.0 | 10.4 | 3.4 | 1434 | -1.5
Cc1cccc(CN2CCN(c3ccccn3)CC2)c1 | nt | -3.7 | -5.9 | nt | nt | 2.5 | 0.5 | nt | 2.1 | 1515 | -8.3
CN(C)/N=C/c1ccc(Sc2ccccc2[N+](=O)[O-])o1 | -3.4 | -3.1 | -4.1 | 0.489 | 0.4 | 0.1 | 1.2 | 11.4 | -3.8 | 1382 | -0.2
CC(=O)Oc1c(C)cc(Cl)cc1C(=O)Nc1ccc([N+](=O)[O-])cc1Cl | -4.8 | 9.7 | -4.2 | -1.4 | 5.1 | 0.3 | -3.5 | -5.6 | 8.1 | 1462 | -1.4
CC(Oc1ccc(Cl)cc1Cl)C(=O)NCCC1=CCCCC1 (stereo not drawn) | 0.1 | 0.8 | 3.2 | 1.22 | 5.3 | -0.1 | -6.7 | -5.4 | -3.3 | 1591 | -1.1
NC(=O)COc1ccc(Cc2ncc(C(F)(F)F)cc2Cl)cc1 | -2.6 | -6.0 | -5.3 | 0.00815 | -0.2 | -0.8 | -2.7 | 3.8 | 1.1 | 1589 | -2.6
O=C(N/N=C/c1ccccn1)c1ccc([N+](=O)[O-])cc1 | -4.6 | -6.6 | 0.8 | -0.0121 | 0.9 | -0.1 | -5.5 | -3.3 | 55.0* | 1584 | 3.2
CC(=O)Nc1ccc(/C=C(\C#N)C(=O)NCc2ccccc2)cc1 | -1.5 | -7.0 | 5.8 | -0.993 | 1.8 | nt | 1.1 | 7.9 | 45.0 | 1682 | 6.3
COc1ccc(/C=N/NC(=O)c2cccc([N+](=O)[O-])c2)cc1OC(=O)c1ccccc1 | -0.2 | nt | 0.2 | 2.39 | 1.3 | -0.7 | -1.9 | -7.4 | -0.2 | 1588 | 2.5
CCOC(=O)Cc1nc2ccccc2n(CC#N)c1=O | -2.4 | -17.4 | -7.7 | 0.912 | 1.7 | -0.6 | 0.2 | -16.2 | -2.0 | 1466 | -3.5
CCOC(=O)C1=C(C)Nc2nnnn2C1c1cccc(OC)c1OC (stereo not drawn) | 4.7 | -17.6 | 10.2 | -0.845 | 0.5 | 1.7 | 6.6 | nt | 5.3 | 1664 | 0.6
Cc1ccc(Cn2nc(C)c(NC(=O)c3nn(C)cc3Cl)c2C)cc1 | -3.5 | nt | 4.3 | 0.302 | 0.6 | 0.4 | -3.5 | -6.3 | -2.6 | 1378 | -6.7
CCOC(=O)N1CCN(C(=O)C2CCCN(S(=O)(=O)c3cccnc3)C2)CC1 (stereo not drawn) | -2.3 | 2.1 | -2.5 | nt | 0.0 | -2.0 | 2.0 | 2.1 | -0.7 | 1543 | -5.4
COc1ccc(-c2n[nH]c(C)c2-c2cnn(-c3ccccc3)c2)c(O)c1C | -1.5 | nt | 12.8 | nt | 2.3 | -4.4 | 9.6 | 9.5 | 67.3* | 1492 | 5.2
O=C(NCCc1c[nH]c2ccccc12)C(=O)NCC1OCCCN1S(=O)(=O)c1ccccc1 (stereo not drawn) | -2.6 | 0.7 | 7.5 | -0.879 | 1.2 | -0.2 | 4.2 | 7.0 | 8.5 | 1616 | -1.7
CC(C)(C)c1ccc(C(=O)NNC(=O)c2cccc(Br)c2)cc1 | 0.7 | nt | -0.7 | nt | 1.6 | 2.6 | -1.1 | 10.2 | -6.8 | 1534 | -5.6
COC(=O)C(C(=O)Nc1ncccn1)C1CCCCCC1 (stereo not drawn) | 1.5 | -25.2 | -3.3 | nt | 0.3 | 0.8 | -0.8 | -9.5 | 0.2 | 1300 | -9.9
COc1ccc(NC(=O)CSc2ccc3nnc(-c4cccnc4)n3n2)c(OC)c1 | -2.9 | -10.6 | -4.4 | -0.694 | 1.7 | -0.1 | 4.0 | -17.6 | -5.9 | 1570 | 2.5
O=S(=O)(c1ccc(-c2csc(-c3cccnc3)n2)cc1)N1CCCC1 | -0.5 | -4.2 | 7.9 | nt | 4.5 | 0.0 | 1.2 | 11.6 | 14.7 | 1458 | 3.0
CCN(CC)S(=O)(=O)c1ccc(N2CCOCC2)c(NC(=O)Cc2ccccc2)c1 | -8.4 | -12.2 | 3.9 | nt | 0.5 | 0.8 | 5.0 | 15.0 | 4.4 | 1585 | -4.1
CC1(C)NC(=O)N(CC(O)CN(Cc2ccccc2)Cc2ccccc2)C1=O (stereo not drawn) | -1.6 | 11.0 | -5.3 | -0.786 | 0.5 | 3.4 | 12.2 | -10.1 | -2.4 | 1534 | -7.5
Cc1ccccc1Cn1cc(NC(=O)c2nc3ncccn3n2)cn1 | -6.9 | nt | 3.6 | 0.621 | 0.1 | -0.1 | -2.0 | 9.5 | 1.3 | 1664 | -0.2
O=S(=O)(c1ccc(F)c(F)c1)N1CCN(Cc2ccc3c(c2)OCO3)CC1 | -1.5 | -6.0 | 1.3 | -1.62 | 1.6 | 2.4 | 1.7 | 6.1 | 78.0* | 1439 | -1.2
O=C1c2ccc([N+](=O)[O-])cc2C(=O)N1c1ccc(Cl)cn1 | 0.5 | -11.4 | 0.3 | 0.449 | 3.1 | 0.0 | -5.6 | 5.4 | -8.0 | 1432 | 2.6
Cc1n[nH]c(C)c1S(=O)(=O)N1CCCC(C(=O)NCc2ccc(F)cc2)C1 (stereo not drawn) | -6.2 | -8.9 | 8.3 | -0.612 | -0.4 | -1.3 | 1.2 | -19.6 | -6.0 | 1533 | 1.2
Cc1ccc(N2C(=O)N(Cc3ccccc3C)c3ccccc3S2(=O)=O)cc1 | -0.8 | -2.8 | 3.7 | -0.196 | 5.0 | -0.3 | -5.1 | -2.8 | 16.3 | 1376 | -4.0
CC(C)C(=O)Nc1cccc(NC(=S)NC(=O)c2ccc([N+](=O)[O-])cc2)c1 | -7.9 | nt | 7.4 | nt | 4.0 | 3.4 | -2.3 | 6.3 | 5.9 | 1297 | -1.2
O=C(c1ccccc1)c1cc(Cl)ccc1N1C(=O)C=CC1=O | -2.6 | 1.9 | -3.0 | -2.72* | -0.9 | -0.5 | 0.5 | -10.1 | -3.4 | 1761 | -3.5
C/C(=C\C(=O)c1ccccc1)NNc1nc2ccccc2s1 | -3.5 | nt | -4.0 | nt | 1.9 | 2.0 | -11.9 | 1.8 | 2.2 | 1509 | -6.2
NC(=S)Nc1cc2ccccc2c2ccccc12 | 0.8 | nt | 3.4 | nt | -0.4 | 2.3 | 4.9 | 11.1 | -5.2 | 1546 | -1.4
CCOc1cc(CNC2CCCC2)c(Cl)cc1OCC(=O)Nc1ccccc1 | -1.6 | -26.7 | 5.4 | -0.431 | 3.5 | -0.6 | 9.0 | 2.0 | 89.2* | 1579 | 2.1
CN(C(=O)c1ccccn1)c1nnc(-c2ccccn2)s1 | -5.4 | -19.9 | -0.6 | -0.0111 | 2.1 | 0.0 | -2.3 | -6.9 | 1.4 | 1377 | 10.5
CCOC(=O)c1c(C)oc2c1c(C(c1cccnc1)N1CCCCC1)c(O)c1ccccc12 (stereo not drawn) | -0.3 | nt | 1.9 | -2.28 | 1.1 | -0.5 | 1.6 | -0.5 | 98.4* | 1506 | 5.6

With a hit mark in ROMK primary (from the list above):
compound	HMGR II inh	S1P3 antagonist	ROMK primary	RAM inhibit	DTT redox prof	PPARg SRC-1 ag	bIAP inhibitor
O=C(c1ccccc1)c1cc(Cl)ccc1N1C(=O)C=CC1=O	-2.6	1.9	-2.72*	-0.9	-0.5	0.5	-10.1
